# mHTT CaM bind: mHTT-calmodulin interaction abrogation. actives 3.6% (n = 190,000). P42858. inhibition, % at 15 µM. AlphaScreen His-mHTT/GST-CaM binding, luminescence;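 further: 0% = both proteins with DMSO and 100% = one protein alone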
# Pf apPOL block: Pf-apPOL DNA polymerase inhibition; Recombinant Pf-apPOL, molecular beacon fluorescence, 1.5 h; inhibition, % at 10 µM; actives 0.25% (n = 210,000)
# The depositor's hits bear a star; i = inactive; / = no result given. No stated cut-off is given here; in the data, active means inhibition above about 50%; inactive means the rest.
SMILES,mHTT CaM bind,Pf apPOL block
O=C(O)c1cc(N2C(=O)c3ccccc3C2=O)cc(N2C(=O)c3ccccc3C2=O)c1,1,-7
O=C1NC(=O)C(=Cc2cn(CCOc3ccccc3Cl)c3ccccc23)C(=O)N1,3,-4
O=C(Nc1ccccc1Cl)N1CCCC1c1nc(-c2ccc(F)cc2F)no1 (stereo not drawn),-7,-2
CCSc1ccccc1C(=O)Nc1nc2c(F)cc(F)cc2s1,-18,-7
COc1cc(Br)cc(-c2nc3sc4c(c3c(=O)[nH]2)CCCCCC4)c1O,2,16
Cc1onc(-c2c(F)cccc2Cl)c1C(=O)Nc1nnc(C2CC2)s1,/,1
Cc1cccc(NC(=O)N2CCCC2c2cc(C(C)C)no2)c1 (stereo not drawn),-2,-4
Cn1cc2c3c(cccc31)CN(C(=O)C1CCCCC1)CC2,62*,-6
Cc1ccc(CS(=O)(=O)CCC(=O)N(C)Cc2ccccc2)cc1,10,0
CCOC(=O)c1c(C)c(C(=O)Nc2cccc(C)c2C)c(C)n1C,10,-5
O=C(Cn1nc(-c2ccc(Cl)cc2)c2ccccc2c1=O)N1CCOCC1,0,10
CC(=O)C1=C(C)NC(SCc2ccccc2)=C(C#N)C1c1sccc1C (stereo not drawn),-14,-9
O=C1c2ccc(Cl)cc2C(=O)N1c1cccc(O)c1,1,-3
Cc1c(Cl)cccc1NC(=O)Nc1ccc2c(c1)N(S(C)(=O)=O)CC2,-6,-4
CCCCN1N=C(C(=O)N2CCCCCC2)S(=O)(=O)c2ccccc21,-8,-3
COc1cccc(-c2cc(C(=O)Nc3cnn(Cc4ccc(Cl)cc4Cl)c3)no2)c1,2,1
COc1ccc(N2CCN(C(=O)c3cn4cccc(C)c4n3)CC2)cc1,4,-4
COc1ccc(Nc2nc(-c3ccccn3)cs2)cc1,99*,-5
CCNC(=O)c1sc(-c2cccc(C)c2)nc1C,2,-1
COc1cc(-n2cnnn2)cc(S(=O)(=O)c2ccc(Cl)cc2)c1,2,/
CCCCN(CC)CCCNC(=O)C1=C(C)C(=O)OC12CCCCC2,-8,-2
Cc1nc(-c2cccc(F)c2)sc1CCNC(=O)c1ccccc1[N+](=O)[O-],-4,-5
COc1ccc(CCNC(=O)c2ccc(Br)cc2)cc1,-6,-5
COc1ccc(OC)c(NC(=O)CN2C(=O)NC3(CCC(C(C)(C)C)CC3)C2=O)c1 (stereo not drawn),24,-5
CSc1ccccc1NC(=O)Cc1csc(-n2cccc2)n1,7,18

# An excerpt from further up:
SMILES,mHTT CaM bind,Pf apPOL block
O=C(O)c1cc(N2C(=O)c3ccccc3C2=O)cc(N2C(=O)c3ccccc3C2=O)c1,1,-7
O=C1NC(=O)C(=Cc2cn(CCOc3ccccc3Cl)c3ccccc23)C(=O)N1,3,-4

# Back to the main list, repeating the 2 entries before the break.
SMILES,mHTT CaM bind,Pf apPOL block
COc1ccc(OC)c(NC(=O)CN2C(=O)NC3(CCC(C(C)(C)C)CC3)C2=O)c1 (stereo not drawn),24,-5
CSc1ccccc1NC(=O)Cc1csc(-n2cccc2)n1,7,18
Cc1cccc(-n2nnc(C(=O)NCCNC(=O)c3nnn(-c4cccc(C)c4)c3N)c2N)c1,12,-1
Cc1ccnc(N2CCCC(C(=O)Nc3cccc(Cl)c3C)C2)n1 (stereo not drawn),-10,-2
CCc1nnc2c(Oc3ccc(N)cc3)nc3ccccc3n12,-7,1
CCOc1ccc(C2CC(c3ccc(Br)cc3)Nc3nc(N)nn32)cc1 (stereo not drawn),-5,4
CC(=O)C1=C(C)NC(SCC(=O)c2ccc(F)cc2)=C(C#N)C1c1ccco1 (stereo not drawn),-3,0
O=C(Nc1cccnc1)c1cccc(S(=O)(=O)N2CCOCC2)c1,3,-4
CCOC(=O)CCc1c(C)n[nH]c1C,-1,-1
Cc1cc(=O)[nH]c(SCC(=O)Nc2cc(Cl)ccc2Oc2ccccc2)n1,8,-11
CC(=O)N(C1=C(N(C)C)C(=O)c2ccccc2C1=O)c1ccc(Cl)cc1,10,-3
Cc1cc([N+](=O)[O-])ccc1NC(=O)C(Cl)(Cl)Cl,-2,-10
Cn1cc2c3c(cccc31)CN(C(=O)Nc1cccc(F)c1)CC2,7,-3
CSC(Nc1cccc(Cl)c1Cl)=C(C#N)C(=O)c1cccs1,/,-4
N/C(=N\OCc1cccc(C(F)(F)F)c1)c1nonc1N,i,-1
Cc1ccc(-c2nnc(N3CCC(C(=O)Nc4ccc5c(c4)OCCO5)CC3)o2)cc1,38,-9
O=C(NCc1ccc(F)c(Cl)c1)C1CC(=O)N(CCc2ccccc2)C1 (stereo not drawn),1,-7
O=C(CSc1nc2ccc(NC(=O)c3ccccc3)cc2s1)Nc1nccs1,32,0
CCOc1ccccc1NC(=O)COc1ccccc1Br,-13,-4
CC(C)(C)N(Cc1ccccc1)C(=O)c1ccco1,-5,1
COc1cccc(NC(=S)NCCC2=CCCCC2)c1,-4,-5
COc1cccc(NC(=O)C(=O)NCC(C)C)c1,-1,0
Cc1cc(C)c(-c2cc(C(F)(F)F)[nH]n2)c(=O)[nH]1,-2,/
CCC(C)(NC)c1nnnn1-c1ccc(Cl)cc1 (stereo not drawn),1,-3
CC(C)(C)NC(=O)C1CCN(c2ccc(F)c(F)c2)C1=O (stereo not drawn),-2,2
Cc1ccc(NC(=O)CN(C)S(=O)(=O)c2ccc(Cl)cc2)cc1C,3,-5
CNC(=O)c1c(NC(=O)c2ccc(Br)s2)sc(C)c1C,-10,-6

# Next part
SMILES,mHTT CaM bind,Pf apPOL block
Cc1ccc(-n2cc(C(=O)NCc3ccco3)nn2)cc1C,-10,-6
CCc1cccc(CC)c1NC(=O)c1ccc(N)cc1,0,2
COCCCNC(=O)C1(C)CCC(=O)N1Cc1cccnc1 (stereo not drawn),-1,4
Cc1ccnc(NC(=O)CSc2ccccn2)c1,/,-28
FC(F)(F)c1cccc(Nc2nc(N3CCOCC3)nc(N3CCOCC3)n2)c1,2,0
CCc1ccc(NC(=O)c2ccc(F)c(S(=O)(=O)N3CCC4(CC3)OCCO4)c2)cc1,9,-4
CC(C)C(=O)NCc1csc(C2CCCN(S(=O)(=O)c3cccc(C#N)c3)C2)n1 (stereo not drawn),5,-3
Cc1nnc2c(NS(=O)(=O)c3ccccc3C(F)(F)F)cccn12,-5,1
Cc1cnn(-c2ccc3nnc(-c4ccc(Cl)cc4)n3n2)c1,-5,2
O=S(=O)(NCCOC12CC3CC(CC(C3)C1)C2)c1cc(Cl)ccc1Cl,-2,9
Cc1cc(OCC(=O)NCC2CCCO2)cc(C)c1Br (stereo not drawn),0,-5
Cc1ccc(N2CCN(CC(O)c3ccc4c(c3)OCO4)CC2)cc1 (stereo not drawn),9,1
O=C(c1ccc(OCC2CCN(C(=O)c3ccsc3)CC2)cc1)N1CCCC1,2,-3
O=C(NN1C(=O)C2C3C=CC(C4CC34)C2C1=O)c1ccncc1 (stereo not drawn),-1,-4
O=C1Nc2ccc(Br)cc2/C1=C/c1cccc(F)c1,43,0
O=[N+]([O-])c1cc(Br)c(O)c(/C=C/c2ccc3cccc(O)c3n2)c1,83*,-11
COc1cccc(C2=COC3(CCCN(C(=O)C(C)(C)C)C3)C2)c1 (stereo not drawn),-4,-1
O=c1cc2c(=O)oc3cc(O)c(O)oc3c2c(O)c1O,/,21
Cc1sc(NC(=O)c2ccc(S(=O)(=O)N3CCc4ccccc43)cc2)c(C#N)c1C,11,6
O=C1C(=Cc2ccncc2)Oc2cc(OCc3ccccc3)ccc21,27,-8
COc1ccc(Cl)cc1S(=O)(=O)N1CCCC(C)(C(=O)NCc2ccccc2)C1 (stereo not drawn),95*,-2
Cc1cc(C)c(S(=O)(=O)N2CCN(Cc3noc4ccccc34)CC2)cc1C,-15,-2
COc1ccc(S(=O)(=O)N2CCC(c3nc4ccncc4n3CC(C)C)C2)cc1Cl (stereo not drawn),7,-5
Cc1cc(-c2ccccc2)ccc1-c1ccccc1,/,-10
CSc1nc(-c2cnccn2)nc(C2CC2)c1C#N,/,-6

# The results go on:
SMILES,mHTT CaM bind,Pf apPOL block
N#Cc1ccc(CN2CCCC2c2nc(-c3ccccc3)n[nH]2)cc1 (stereo not drawn),2,-6
N=C1S/C(=C\c2cccc(F)c2)C(=O)N1c1ccc(F)cc1,1,6
CCOC(=O)CCC(=O)N1CCC(CSC2=NCCS2)CC1,8,-10
Cc1cccc(NC(=O)C2CC(=O)N(c3ccc(Br)cc3)C2)n1 (stereo not drawn),9,1
CC(C)(C)NC(=O)C1CC2CCCCC2CN1C(=O)COc1ccc(Cl)cc1Cl (stereo not drawn),/,-5
CC(=O)Nc1ccc(SCC(=O)N(C(C)C)C(C)C)nn1,-14,-2
Cc1ccc(-n2cnc3cc(C(=O)NCCN4CCOCC4)ccc32)c(C)c1,3,29
CCC(Sc1nc(=O)cc(N)n1-c1ccccc1)C(=O)Nc1cc(C)on1 (stereo not drawn),-1,-2
Cc1cccc(OCC(=O)N2CCCC(c3n[nH]c(C4CC4)n3)C2)c1 (stereo not drawn),-3,-5
O=S(=O)(c1ccccc1C(F)(F)F)N1CCc2nc[nH]c2C1,-2,0
COc1ccccc1-c1cc(C(=O)N2CCCC2c2cc(C(C)C)on2)no1 (stereo not drawn),0,-2
CCOc1ccc(CN2C(=O)CCC2(C)C(=O)NCc2ccccc2)cc1 (stereo not drawn),2,3
OCCN(Cc1ccccc1)Cc1cccs1,-5,-4
O=C(NCc1cccs1)C1CN(C(=O)c2ccc(F)c(F)c2)C1,-8,-3
CC(C)n1c(=N)c(C(=O)NC2CCCC2)cc2c(=O)n3ccccc3nc21,1,-11
Cc1cccnc1N1C(=O)C2C3c4ccccc4C(C)(c4ccccc43)C2C1=O (stereo not drawn),4,-24
O=C(Cn1c(=O)n(C2CCCC2)c2ncccc21)Nc1ccc(Cl)cc1,-5,-1
COc1ccc(NC(=O)N2CCCC2c2nc(-c3ccccc3OC)no2)cc1OC (stereo not drawn),10,-1
O=C(c1ccc([N+](=O)[O-])cc1)N1N=C2CCCCCC2C1(O)C(F)(F)F (stereo not drawn),9,0
Oc1ccccc1-c1cc(C(F)(F)F)nc(-c2ccccc2)n1,-7,1
CCCCN(C)c1ccc(-c2nc(-c3cccc(F)c3)no2)cn1,-6,0
CCc1ccc(N2CC(C(=O)Nc3c(C)cccc3Cl)CC2=O)cc1 (stereo not drawn),-3,1
O=C(CN1CCN(C(=O)Nc2ccc(Br)cc2)CC1=O)NC1CCCC1,-4,-1
COc1ccc([C@H]2C[C@H](O)[C@@H](n3cc(-c4ccc(F)cc4)nn3)CN2Cc2cccs2)cc1,5,-3
COc1cccc(-c2noc(C3CCCN3C(=O)NC3CCCC3)n2)c1 (stereo not drawn),4,1

# Next structures
SMILES,mHTT CaM bind,Pf apPOL block
Cc1cccc(NC(=O)C2CCN(c3nnc4cccc(C)n34)CC2)c1,-2,3
Cc1ccc(-n2nc3c(c2NC(=O)c2cccc([N+](=O)[O-])c2)CSC3)cc1,-2,-2
COc1ccc(C2C(C(=O)Nc3ccc4c(c3)OCO4)CCC(=O)N2c2ccc(OC)cc2)cc1 (stereo not drawn),34,-6
Cc1ccc(S(=O)(=O)Nc2ccnn2C)cc1,/,-5
CC(=O)c1c(C)nc(-c2ccccc2)nc1NC(=O)C(C)C,-4,-12
Cc1sc2ncnc(N3CCCC(C)C3)c2c1C(=O)Nc1cccc(F)c1 (stereo not drawn),-3,-2
CCOC(=O)C1=C(c2ccccc2)OC(N)=C(C#N)C1CC(C)C (stereo not drawn),-4,2
COc1ccc(CC(=O)Nc2sc3c(c2C#N)CCCC3)cc1,-5,-3
CCn1c(=O)c(N2CCC(NC(=O)Nc3ccc4c(c3)OCCO4)CC2)nc2ccccc21,-9,-5
CN1Cc2cc(S(=O)(=O)NC3CC3)ccc2N(C)C1=O,-4,/
O=C(Nc1ccc(I)cc1Cl)c1cccs1,-27,-5
Cc1ccc(-c2ccc(C(=O)C(F)(F)F)[nH]2)cc1,-2,17
CCN1CCN(C(=O)C2CC(c3cc(OC)ccc3OC)=NO2)CC1 (stereo not drawn),-4,-5

# Entries listed so far with an aryl methoxy group, in the order listed:
SMILES,mHTT CaM bind,Pf apPOL block
COc1cc(Br)cc(-c2nc3sc4c(c3c(=O)[nH]2)CCCCCC4)c1O,2,16
COc1cccc(-c2cc(C(=O)Nc3cnn(Cc4ccc(Cl)cc4Cl)c3)no2)c1,2,1
COc1ccc(N2CCN(C(=O)c3cn4cccc(C)c4n3)CC2)cc1,4,-4
COc1ccc(Nc2nc(-c3ccccn3)cs2)cc1,99*,-5
COc1cc(-n2cnnn2)cc(S(=O)(=O)c2ccc(Cl)cc2)c1,2,/
COc1ccc(CCNC(=O)c2ccc(Br)cc2)cc1,-6,-5
COc1ccc(OC)c(NC(=O)CN2C(=O)NC3(CCC(C(C)(C)C)CC3)C2=O)c1 (stereo not drawn),24,-5
COc1cccc(NC(=S)NCCC2=CCCCC2)c1,-4,-5
COc1cccc(NC(=O)C(=O)NCC(C)C)c1,-1,0
COc1cccc(C2=COC3(CCCN(C(=O)C(C)(C)C)C3)C2)c1 (stereo not drawn),-4,-1
COc1ccc(Cl)cc1S(=O)(=O)N1CCCC(C)(C(=O)NCc2ccccc2)C1 (stereo not drawn),95*,-2
COc1ccc(S(=O)(=O)N2CCC(c3nc4ccncc4n3CC(C)C)C2)cc1Cl (stereo not drawn),7,-5
COc1ccccc1-c1cc(C(=O)N2CCCC2c2cc(C(C)C)on2)no1 (stereo not drawn),0,-2
COc1ccc(NC(=O)N2CCCC2c2nc(-c3ccccc3OC)no2)cc1OC (stereo not drawn),10,-1
COc1ccc([C@H]2C[C@H](O)[C@@H](n3cc(-c4ccc(F)cc4)nn3)CN2Cc2cccs2)cc1,5,-3
COc1cccc(-c2noc(C3CCCN3C(=O)NC3CCCC3)n2)c1 (stereo not drawn),4,1
COc1ccc(C2C(C(=O)Nc3ccc4c(c3)OCO4)CCC(=O)N2c2ccc(OC)cc2)cc1 (stereo not drawn),34,-6
COc1ccc(CC(=O)Nc2sc3c(c2C#N)CCCC3)cc1,-5,-3
CCN1CCN(C(=O)C2CC(c3cc(OC)ccc3OC)=NO2)CC1 (stereo not drawn),-4,-5
